Assay outcomes: PubChem, Broad Institute
F508del corr – CFTR F508del correction in bronchial cells; activity (quench increase), % at 7.58 µM; CFBE cells, YFP halide quenching; stimulated with forskolin plus potentiator P3; % fluorescence drop versus neutral controls; actives 0.36% (n = 350,000);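 active means mean added fluorescence quench of at least 8% versus neutral control, with both replicates also reaching 8%; inconclusive means only one of the mean or replicate conditions met; inactive means mean below 8% and not both replicates reaching 8%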;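 further: cells transiently co-express mutant CFTR-F508del with the halide-sensitive YFP; corrector assay measuring rescue of mutant channel to the surface after 24 h compound exposure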
PAX8 reporter – lowers PAX8-driven luciferase in RMG-I cells; actives 1.2% (n = 360,000); RMG-I TPO-luciferase reporter, SteadyGlo, 24 h; inhibition, % at 12.6 µM;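 active means mean replicate inhibition at least 60% with every replicate also reaching 60%; inconclusive means only one of the two criteria is met; inactive means mean below 60% and not all replicates reaching 60%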;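 further: luciferase light reporting Pax8 driven TPO promoter activity; plate controls were median of neutral control wells for no effect and mitoxantrone controls for full effect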
DENV2 CPE – inhibitors of DENV2 cytopathic effect | DENV2-infected cells, cytopathic effect rescue, plate reader | CPE inhibition, % at 9.99 µM | actives 1.7% (n = 350,000) | AID 651640; in the data active means CPE inhibition above about 20%, passing the limit was not always enough; inconclusive means no clear call, values can overlap the other calls; tested in BHK-21 cells;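 further: 0% = median of neutral control wells and 100% = median of positive control wells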
miR-122 sensor – inhibitors of miR-122 in Huh7 cells | actives 0.3% (n = 340,000) | AID 602342 | activation (reporter increase), % at 12.5 µM | Huh7 miR-122 Renilla luciferase sensor, 48 h; neutral wells = 0, positive control = 100;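 active means mean replicate activation score at least 90 and every replicate individually at or above 90; inconclusive means only one of the two criteria met; inactive means neither criterion met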;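 further: higher luciferase means less miR-122 activity so hits act as miR-122 inhibitors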
INS-1E GSIS act – primary screen for activators of insulin secretion dependent on glucose, INS-1E cells, GLuc reporter luminescence. activation, % at 16.6 µM. actives 0.61% (n = 370,000). INS-1E GLuc reporter insulin secretion, 2-3 h;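 active means lowest replicate activation of at least 40%, so every replicate reaches that level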;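 further: 0% = median of neutral control wells and 100% = median of IBMX positive control wells; some compounds called inactive have numbers as strong as hits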
FN deposition inh – fibronectin deposition inhibition; AH1F fibroblasts, Alexa488-fibronectin deposition fluorescence, overnight; inhibition, % at 12.6 µM; actives 0.086% (n = 350,000);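 active means mean inhibition across replicates of 30% or more, regardless of how many single replicates reach that level; inconclusive means mean under 30% yet at least half of replicates reach 30%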;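 further: positive control wells lacked labelled fibronectin entirely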
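Material: AH1F fibroblast monolayer depositing Alexa488-labelled fibronectin into matrix / Amount: 10000 AH1F cells per well / Signal: fluorescence 485/525 nm / Medium: DMEM, 2% serum / Compound: single dose, pinned / Incubation: 1 h cell adhesion before compound, then overnight fibronectin incubation / Reagent: Alexa488-FN, 24 nM final / Read-out: inhibition of fibronectin deposition signal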
EWS-Fli block – blocks EWS/Fli oncoprotein-driven transcription | A673 NR0B1-luciferase reporter, viability-normalised | inhibition, % at 12.6 µM | actives 0.67% (n = 350,000);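 active means mean inhibition of at least 50% after viability correction, with every replicate also passing that limit; inconclusive means mean reaches 50% but only one of two replicates passes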;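 further: firefly luciferase signal divided by Alamar Blue viability fluorescence both relative to DMSO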
Active calls of the source: *; ? = inconclusive; · = not tested or not shown; [ ] = remark or other dose.

Labels used below: A = F508del corr; B = PAX8 reporter; C = DENV2 CPE; D = miR-122 sensor; E = INS-1E GSIS act; F = FN deposition inh; G = EWS-Fli block
Structure: CCN(CC(=O)Nc1ccc(NC(C)=O)cc1)C(=O)COc1ccccc1Cc1ccccc1
  A = 2.8; B = -171; C = -5; D = 6; E = -26; F = 17; G = -3
Structure: O=c1c2nnn(Cc3ccc(Cl)cc3)c2ncn1Cc1ccc(F)cc1
  A = 1.7; B = ·; C = -9; D = 1; E = 1; F = ·; G = 3
Structure: COc1ccc(C(=O)Nc2ccc(Cl)cc2F)cc1S(=O)(=O)N1CCCC1
  A = -0.5; B = -3; C = 3; D = 0; E = 16; F = 7; G = -6
Structure: CCOCCCN(C(=O)CCC(=O)Nc1cc(C)on1)C(C(=O)NC(C)(C)CC)c1cccc(OC)c1OC (stereo not drawn)
  A = -1.8; B = -17; C = -4; D = ·; E = 1; F = -8; G = 4
Structure: Cc1ccc(S(=O)(=O)N(C)C[C@H]2OCCCC[C@H](C)Oc3ccc(NC(=O)Nc4ccccc4)cc3C(=O)N([C@@H](C)CO)C[C@@H]2C)cc1
  A = -4.3; B = ·; C = -2; D = -2[16.7 µM]; E = -4; F = 7; G = 11
Structure: C[C@@H]1CCCCO[C@@H](CN(C)C(=O)Nc2ccccc2)[C@H](C)CN([C@H](C)CO)C(=O)c2cc(NC(=O)c3ccccc3)ccc2O1
  A = 0.4; B = 17; C = -3; D = -4[16.7 µM]; E = -4; F = -1; G = -8
Structure: C=CCN1C(=O)[C@@]2(O[C@@H](CCO)[C@H]([Si](C)(C)c3ccc(OC)cc3)[C@H]2C)c2ccccc21
  A = 7.8; B = 66*; C = -5; D = ·; E = ·; F = ·; G = 19
Structure: CCN1C(=NCc2ccco2)N[C@@H](c2cccc(C(F)(F)F)c2)C(C(=O)OC)=C1C
  A = 3.3; B = 0; C = -3; D = -7; E = -10; F = 6; G = -8
Structure: CCNC(=O)C[C@@H]1CC[C@H]2[C@@H](COC[C@H](O)CN2C(=O)CC)O1
  A = -2.4; B = 1; C = 48*; D = -5[16.7 µM]; E = -6; F = -11; G = -5
Structure: CCOC(=O)C1CCCN(c2c(NCCC(C)C)c(=O)c2=O)C1 (stereo not drawn)
  A = -2.5; B = 1; C = -8; D = 6; E = 10; F = 1; G = 7
Structure: CSCCC(=O)N1CCC(n2nccc2NC(=O)CCCc2ccccc2)CC1
  A = 2.7; B = -30; C = -1; D = 0; E = ·; F = 0; G = -24
Structure: C[C@@H]1CN([C@H](C)CO)C(=O)Cc2cc(NS(=O)(=O)c3ccccc3)ccc2O[C@@H]1CN(C)S(=O)(=O)c1ccc(Cl)cc1
  A = 2.4; B = 104*; C = -7; D = 14[16.7 µM]; E = -1; F = ·; G = 19
Structure: CCCCOc1ccc(S(=O)(=O)NNC(=O)c2cc3ccccc3o2)cc1
  A = 2.3; B = 29; C = -5; D = 1; E = -43; F = 2; G = 5
Structure: COC(=O)c1ccc(Cn2cc(C(F)(F)F)ccc2=O)cc1
  A = 4.2; B = -21; C = 1; D = ·; E = -35; F = 3; G = 10
Structure: C/C(=N\Nc1ccc(C(=O)O)cc1)c1ccc(S(=O)(=O)NCc2ccco2)cc1
  A = 0.0; B = -20; C = -2; D = ·; E = 6; F = -11; G = -13
Structure: C[C@@H]1CN([C@@H](C)CO)C(=O)c2cccc(NC(=O)Nc3ccc(F)cc3)c2O[C@@H]1CN(C)Cc1ccc(C(=O)Nc2ccccc2N)cc1
  A = -1.7; B = 35; C = 18; D = ·; E = 5; F = -9; G = -1
Structure: CCSc1nnc(NC(=O)c2cc(-c3ccccc3O)n[nH]2)s1
  A = -1.4; B = -54; C = -7; D = 1; E = -3; F = -15; G = 8
Structure: COC(=O)c1ccc(C)c(NC(=O)C2CC(=O)N(C3CCCC(C)C3C)C2)c1 (stereo not drawn)
  A = -1.2; B = 9; C = -6; D = -6; E = -8; F = -7; G = 3
Structure: COc1ccc([N+](=O)[O-])cc1/C=N/Nc1nc(N2CCCCC2)nc(N2CCCCC2)n1
  A = -1.9; B = 0; C = ·; D = ·; E = 8; F = 23; G = 10
Structure: CCc1nc2ccc(C(=O)N(C)C(C)C)cn2c1N(CCC(C)C)CCN(C)C
  A = -5.4; B = 3; C = -6; D = -1; E = 6; F = 3; G = -2
Structure: COc1cc(C(C(=O)NCc2ccccc2)N(C(=O)c2snc(C(N)=O)c2N)C2CCCC2)cc(OC)c1OC (stereo not drawn)
  A = 0.5; B = -9; C = 3; D = -5; E = -11; F = -1; G = -2
Structure: CC(C)Cc1cc(C(=O)N2CCC(N3CCC(C(=O)N4CCCC4)CC3)CC2)n[nH]1
  A = -1.8; B = -14; C = -4; D = ·; E = ·; F = -8; G = 0
Structure: CC1CN(C(=O)c2cc3cc(Cl)ccc3[nH]2)CC(C)O1 (stereo not drawn)
  A = -1.4; B = 28; C = 2; D = ·; E = 2; F = 3; G = 1
Structure: COc1cc(Br)ccc1NC(=O)c1ccccc1-c1ccccc1C(=O)O
  A = 1.0; B = -11; C = -3; D = 4; E = ·; F = -1; G = -2
Structure: CCc1noc(C)c1C(=O)OCC(=O)Nc1ccc2c(c1)OCO2
  A = -0.4; B = -2; C = 3; D = 4; E = 19; F = 11; G = -6

Profiles as entered above. Order of screens: F508del corr | PAX8 reporter | DENV2 CPE | miR-122 sensor | INS-1E GSIS act | FN deposition inh | EWS-Fli block
`C[C@@H]1CN([C@@H](C)CO)C(=O)c2cccc(NC(=O)Nc3ccc(F)cc3)c2O[C@@H]1CN(C)Cc1ccc(C(=O)Nc2ccccc2N)cc1` is listed with -1.7 | 35 | 18 | · | 5 | -9 | -1
`C[C@@H]1CCCCO[C@@H](CN(C)C(=O)Nc2ccccc2)[C@H](C)CN([C@H](C)CO)C(=O)c2cc(NC(=O)c3ccccc3)ccc2O1` is listed with 0.4 | 17 | -3 | -4[16.7 µM] | -4 | -1 | -8
`CCN(CC(=O)Nc1ccc(NC(C)=O)cc1)C(=O)COc1ccccc1Cc1ccccc1` is listed with 2.8 | -171 | -5 | 6 | -26 | 17 | -3
`CCc1noc(C)c1C(=O)OCC(=O)Nc1ccc2c(c1)OCO2` is listed with -0.4 | -2 | 3 | 4 | 19 | 11 | -6
`CSCCC(=O)N1CCC(n2nccc2NC(=O)CCCc2ccccc2)CC1` is listed with 2.7 | -30 | -1 | 0 | · | 0 | -24

(cont.)
molecule	F508del corr	PAX8 reporter	DENV2 CPE	miR-122 sensor	INS-1E GSIS act	FN deposition inh	EWS-Fli block
CCNS(=O)(=O)c1ccc(CCC(=O)N2CCc3ccccc3C2)cc1	-2.6	-1	-2	6	12	0	-5
C[C@H]1CCCCO[C@@H](CN(C)C(=O)c2ccccc2)[C@@H](C)CN([C@@H](C)CO)C(=O)c2cc(NC(=O)c3ccccc3)ccc2O1	-4.6	19	3	-4[16.7 µM]	-28	6	·
c1ccc(-c2cc(N3CCCCCC3)n[nH]2)cc1	·	·	·	1	-14	-10	·
O=C(N/N=C/c1cn(-c2cccs2)nc1-c1ccccc1)c1ccc(O)cc1	·	-24	·	·	-27	5	·
CCc1ccc(N2CC(O)(c3cccs3)[N+]3=C2SCCC3)cc1 (stereo not drawn)	1.8	26	·	·	-43	2	7
O=C(CCc1ccccc1)NNC(=O)c1ccccc1C(=O)O	2.8	39	·	-5	7	2	6
COc1ccc(Nc2nnc(SCC(=O)NC3CCS(=O)(=O)C3)s2)cc1 (stereo not drawn)	-3.9	·	-6	6	-2	3	-14
CO[C@@H]1CN(C)C(=O)c2ccc(NC(=O)c3cc(C)on3)cc2OC[C@@H](C)N(C(=O)C2CC2)C[C@@H]1C	1.9	·	6	·	-15	1	0
COc1ccccc1CC(=O)Nc1cccc2c1CCCC2	-1.8	11	14	2	8	4	10
CC(=O)c1ccc(-c2cccc(-c3nc4ccccn4c3NC3CCCCC3)c2)cc1	2.1	21	-8	12	-21	-5	26
N#Cc1c(-c2ccccc2)cc(C2CC2)nc1SCC(=O)O	·	2	-2	2	10	-11	-4
CN(C)C(=O)C[C@H]1C[C@@H]2c3cc(NS(=O)(=O)c4ccc(F)cc4)ccc3O[C@@H]2[C@H](CO)O1	-0.9	-7	-6	3[16.7 µM]	-1	2	-5
O=C(CCN1CCOCC1)NC1CCCN(Cc2ccccc2F)C1 (stereo not drawn)	-0.5	-13	8	·	5	9	·
Cc1ccc(-c2ccc([C@@H]3[C@H](CO)N4CCCCN(Cc5cncnc5)C[C@@H]34)cc2)cc1	-2.8	-44	-4	4[16.7 µM]	13	·	-10
O=C(c1cc(-c2ccc(Cl)cc2)nc2ccccc12)N1CCOCC1	0.7	-10	3	1	44	6	0
Cc1ccc(C)c(S(=O)(=O)N2CCN(C(=O)c3cccnc3)CC2)c1	-0.8	20	?	2	-12	·	-8
O=C(N/N=C/c1ccccc1)c1ccco1	-0.7	-45	-3	·	3	-1	-50
Cc1cc2ccc(C)c(C)c2nc1SCC(=O)c1cccs1	·	11	·	34	·	0	·
CCOC(=O)N1CCN(C(=O)c2ccc(N(Cc3ccc(Cl)cc3)S(C)(=O)=O)cc2)CC1	0.3	-2	-1	·	-30	3	11
CC(C)CN(C(=O)COC(=O)CNC(=O)c1ccc(Cl)cc1)C1CCS(=O)(=O)C1 (stereo not drawn)	0.1	6	-2	·	-3	·	-4

An excerpt from above in order of count of non-hydrogen atoms, high to low:
molecule	F508del corr	PAX8 reporter	DENV2 CPE	miR-122 sensor	INS-1E GSIS act	FN deposition inh	EWS-Fli block
C[C@H]1CCCCO[C@@H](CN(C)C(=O)c2ccccc2)[C@@H](C)CN([C@@H](C)CO)C(=O)c2cc(NC(=O)c3ccccc3)ccc2O1	-4.6	19	3	-4[16.7 µM]	-28	6	·
CCNS(=O)(=O)c1ccc(CCC(=O)N2CCc3ccccc3C2)cc1	-2.6	-1	-2	6	12	0	-5
COc1ccccc1CC(=O)Nc1cccc2c1CCCC2	-1.8	11	14	2	8	4	10

Additional structures follow:
molecule	F508del corr	PAX8 reporter	DENV2 CPE	miR-122 sensor	INS-1E GSIS act	FN deposition inh	EWS-Fli block
COc1cc(SC)ccc1C(=O)NNC(=O)C1COc2ccccc2O1 (stereo not drawn)	1.2	·	6	-1	1	3	-3
CCOC(=O)c1c(NC(=O)CSc2nc3ccccc3s2)sc(C(C)=O)c1C	0.2	·	-6	·	10	·	12
CC1(C)NC(=O)N(CC(O)CNC23CC4CC(CC(C4)C2)C3)C1=O (stereo not drawn)	·	1	·	2	·	-5	·
COc1cc(OC)c(OC)cc1/C=C1\Oc2cc(OS(C)(=O)=O)ccc2C1=O	-0.7	-3	8	-5	-4	3	-23
COCC(=O)Nc1ccc2c(c1)[C@@H]1C[C@H](CC(=O)N[C@H](C)c3ccccc3)O[C@@H](CO)[C@@H]1O2	1.1	-4	1	-2[16.7 µM]	1	0	6
C[C@@H]1CN([C@@H](C)CO)S(=O)(=O)c2ccc(-c3ccccc3F)cc2O[C@H]1CN(C)S(C)(=O)=O	-1.2	·	-3	8[16.7 µM]	20	3	7
CCOc1ccc(OCC)c(Nc2cc(C)nc3ncnn23)c1	-3.5	-15	4	4	-11	1	0

Among those listed so far, two contain a CF3 group.
molecule	F508del corr	PAX8 reporter	DENV2 CPE	miR-122 sensor	INS-1E GSIS act	FN deposition inh	EWS-Fli block
CCN1C(=NCc2ccco2)N[C@@H](c2cccc(C(F)(F)F)c2)C(C(=O)OC)=C1C	3.3	0	-3	-7	-10	6	-8
COC(=O)c1ccc(Cn2cc(C(F)(F)F)ccc2=O)cc1	4.2	-21	1	·	-35	3	10
